Source: PubChem BioAssay (several laboratories)
RTF Ca sens inh – cardiac RTF calcium desensitization; IANBD-labeled cardiac RTF, Ca2+ fluorescence; inhibition, % at 7.15 µM; actives 0.12% (n = 340,000);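 active = inhibition above the mean inhibition of all tested compounds plus 3 SD, cut at about 17% in these data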;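 also: assay run at fixed EC70 calcium of 1.6 mM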
PfHsp90 set2 – reduces growth (ATP signal) of yeast expressing P. falciparum Hsp90; S. cerevisiae expressing PfHsp90, BacTiter-Glo ATP, 48 h; yeast lacking PDR1 and PDR3 efflux regulators; inhibition, % at 9.4 µM; actives 0.32% (n = 310,000);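 active = every replicate shows inhibition above about 80%, whatever the replicate mean, limit read from the data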;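 also: 0% = DMSO neutral controls and 100% = 20 µM radicicol positive controls; yeast relying on Plasmodium falciparum Hsp90 in place of its own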
cardiac RTF act – cardiac RTF calcium sensitization; activation, % at 7.2 µM; IANBD-labeled TnC RTF fluorescence at EC20 calcium; 0% EC20 calcium, 100% full calcium; AID 493008; actives 0.24% (n = 340,000);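 active = activation above the mean over all tested compounds plus 3 SD, cut at about 30% in these data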;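 also: rise in fluorescence read as greater calcium sensitivity of cardiac thin filaments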
C-LANA FP – KSHV C-LANA DNA binding inhibition | MBP-C-LANA/FAM-LBS DNA binding, fluorescence polarization | inhibition, % at 9 µM | actives 0.078% (n = 340,000);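 active = highest replicate inhibition at or above 60% at 9 µM, even if other replicates fall short; inactive = all replicates below 60% inhibition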;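 also: 0% = neutral control wells and 100% = 4 µM acridine orange control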
Rtt109 Vps75 – C. albicans Rtt109 histone acetyltransferase inhibition | Q5AAJ8 | purified Rtt109/Vps75, ThioGlo CoA-SH fluorescence, 4 h | inhibition, % at 34.9 µM | actives 0.16% (n = 330,000);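 active = inhibition of at least 50% in every replicate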
Target sequence (Q5AAJ8 whole entry, looked up): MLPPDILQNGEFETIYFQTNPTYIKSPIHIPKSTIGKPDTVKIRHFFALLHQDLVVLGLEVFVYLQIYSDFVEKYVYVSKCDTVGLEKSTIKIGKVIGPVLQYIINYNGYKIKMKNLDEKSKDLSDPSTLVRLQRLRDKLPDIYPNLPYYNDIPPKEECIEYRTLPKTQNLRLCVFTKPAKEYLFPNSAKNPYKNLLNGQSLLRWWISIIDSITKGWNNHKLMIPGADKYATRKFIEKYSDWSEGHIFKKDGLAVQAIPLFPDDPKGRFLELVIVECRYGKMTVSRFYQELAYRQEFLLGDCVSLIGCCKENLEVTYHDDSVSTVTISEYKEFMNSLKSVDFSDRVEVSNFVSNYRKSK
CDK5 p35 inh – CDK5/p35 (human) kinase inhibition; Q00535+Q15078; Recombinant CDK5/p35, ADP-Glo luminescence, 60 min; inhibition, % at 10 µM; actives 0.01% (n = 330,000); AID 488839;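 active = highest replicate inhibition of at least 50% and at least 75% of replicates reaching 50%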;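 also: plate controls were DMSO neutral control for no effect and GW8510 at 10 µM for full effect; many of its hits are not listed in these tables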
Keap1 Nrf2 FP – inhibitors of human Keap1-Nrf2 protein-protein interaction; Keap1 Kelch-Nrf2 peptide fluorescence polarization, 1536-well; Q14145; inhibition, % at 9.4 µM; actives 0.15% (n = 340,000); in the data active = inhibition above about 12%;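 also: human Keap1 Kelch domain with fluorescein labeled Nrf2 9mer peptide probe; 0% = neutral control wells and 100% = peptide positive control; higher means more block of Keap1 binding to Nrf2 peptide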
Target sequence (Q14145 whole entry, looked up, the tested form may be a part): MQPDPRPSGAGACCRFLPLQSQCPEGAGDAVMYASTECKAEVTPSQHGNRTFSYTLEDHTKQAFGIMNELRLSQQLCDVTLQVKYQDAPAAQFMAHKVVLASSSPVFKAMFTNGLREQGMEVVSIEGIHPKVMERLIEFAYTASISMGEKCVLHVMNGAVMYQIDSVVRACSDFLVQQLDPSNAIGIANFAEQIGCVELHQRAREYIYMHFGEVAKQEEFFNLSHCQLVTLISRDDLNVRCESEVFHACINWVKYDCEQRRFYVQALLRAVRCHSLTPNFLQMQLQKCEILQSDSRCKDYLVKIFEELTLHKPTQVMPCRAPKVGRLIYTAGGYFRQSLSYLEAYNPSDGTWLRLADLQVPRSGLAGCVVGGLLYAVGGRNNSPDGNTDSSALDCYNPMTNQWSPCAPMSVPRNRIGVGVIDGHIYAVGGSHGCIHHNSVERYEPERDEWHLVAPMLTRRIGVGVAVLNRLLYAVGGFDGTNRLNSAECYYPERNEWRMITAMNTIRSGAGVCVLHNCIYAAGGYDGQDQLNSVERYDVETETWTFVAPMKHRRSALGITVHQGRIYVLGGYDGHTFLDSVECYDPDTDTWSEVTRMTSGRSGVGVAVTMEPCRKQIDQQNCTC
dFosB act – enhances mouse delta FosB homodimer DNA binding | P13346 | purified delta FosB, TAMRA-CDK5 oligo fluorescence polarization; percent of positive-control signal above neutral wells | activation, % at 25 µM | actives 0.99% (n = 340,000);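 active = mean activation above about 17%, with every replicate also reaching it, limit read from the data, passing the limit was not always enough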;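 also: fluorescence polarization rise as delta FosB binds a TAMRA Cdk5 AP-1 oligo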
NSD2 HMT inh – NSD2 (human) methyltransferase inhibition; AID 743445; O96028; actives 0.54% (n = 310,000); NSD2 peptide methylation, AlphaScreen, 120 min; inhibition, % at 12.5 µM; in the data active = inhibition above about 50%
Mot1-301 SUMO – inhibitors of SUMOylation pathway: yeast Mot1-301 growth rescue | actives 1% (n = 320,000) | S. cerevisiae Mot1-301 growth rescue, ATP luminescence, 38.5C; percent above DMSO median, 100 means doubled | growth rescue, % at 18.8 µM;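 active = every valid replicate shows activation above 250% relative to neutral control wells; inactive = the rest, any valid replicate at or below 250%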;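 also: OY570 slx delta 5 strain wells were the positive control but not used for scaling; some compounds called inactive have numbers as strong as hits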
PvdQ inh – P. aeruginosa PvdQ acylase inhibition; purified PvdQ acylase, fluorescence plate reader; inhibition, % at 10 µM; AID 488965; actives 0.063% (n = 340,000); in the data active = inhibition above about 30%, passing the limit was not always enough;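 also: 0% = vehicle neutral wells and 100% = reference inhibitor wells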
* = called active by the depositor; / = no result given.

SMILES	RTF Ca sens inh	PfHsp90 set2	cardiac RTF act	C-LANA FP	Rtt109 Vps75	CDK5 p35 inh	Keap1 Nrf2 FP	dFosB act	NSD2 HMT inh	Mot1-301 SUMO	PvdQ inh
O=C(CCSc1ccccc1)Nc1nnc(-c2ccccc2)o1	-2	31	-2	-1.2	-5	-0.4	-2	-15	/	10	-4
COc1ccc(C(=O)N2CC=C(c3ccccc3)CC2)cc1S(=O)(=O)N1CCOCC1	-4	-9	4	1.8	9	0.0	-6	-6	-1	272	-13
COc1ccccc1CN(C)C(=O)c1cc2ccccc2o1	0	17	-3	-1.0	0	-3.6	-4	-6	0	17	-11
O=C(CSc1ncnc2nc[nH]c12)c1ccccc1	2	5	-2	-0.3	4	2.0	-3	-11	3	-11	8
CC(=O)c1cccc(NC(=O)CCCSc2ccccc2)c1	-8	10	1	-1.1	-6	1.6	0	-2	/	-2	-1
O=C(Nc1c(-c2ccccc2)nc2ccccn12)c1ccco1	-11	-9	1	-0.9	-1	0.7	8	0	0	-10	-3
CCCN1CCN(S(=O)(=O)c2ccc(OC)c(Br)c2)CC1	-8	5	-2	18	-6	1.9	2	-4	2	-1	7
COc1ccccc1NC(=S)NCCN1CCOCC1	-4	11	2	0.1	-15	-0.1	-1	-6	-1	3	-10
COc1ccc(-c2sc3ccc(N4CCOCC4)cc3c2C#CC2(O)CCCCC2)cc1	-4	-4	0	0.0	-13	-2.0	-3	1	/	-16	-4
CCOc1cc(/C=N/Nc2nnc(C)n2N)ccc1O	-2	9	3	-2.2	-1	1.9	-3	6	5	-1	3
CN1C(=O)C(O)(CC(=O)c2cccc(-n3cccc3)c2)c2ccccc21 (centres undefined)	-2	14	2	-2.3	-5	-0.3	-2	-17	4	10	-9
CN(C)C(CNC(=S)Nc1ccccc1Cl)c1cccnc1 (centres undefined)	-1	-18	-2	1.1	-3	-0.2	0	1	0	-5	-9
CCOC(=O)C1CCCC12Nc1cccc3cccc(c13)N2 (centres undefined)	-3	-31	-2	0.4	1	2.5	-3	-2	17	/	-17
CC1CN(C(=O)COC(=O)c2nn(-c3ccccc3)c(=O)c3ccccc23)CC(C)O1 (centres undefined)	-3	9	-4	-0.4	/	-0.2	-1	-7	-3	-2	1
COc1ccccc1OCCCCCc1c(C)n[nH]c1C	-3	11	-2	0.6	11	-0.9	-3	-9	1	-22	-1
CCOCCCNC(=O)C(c1ccc(OC)cc1)N(Cc1ccc2c(c1)OCO2)C(=O)c1ccccn1 (centres undefined)	-4	3	-4	-0.9	-1	0.3	0	-4	-1	3	0
O=C(NCCCN1CCCC1=O)c1cc(S(=O)(=O)N2CCN(c3ccccc3)CC2)ccc1Cl	-3	-6	-7	2.1	-2	1.5	1	-7	-7	/	-1
Cc1[nH]c2ccc(C(=O)NCCCN(C)C3CCCCC3)cc2c1C	-4	13	-5	-0.7	-2	0.2	2	1	11	16	-1
Cc1ccc2c(c1)C(c1ccncc1)=NNC(c1ccc(F)cc1)=N2	-10	11	-1	0.0	/	-0.5	-4	-3	1	160	11
O=C(CNC1C(=O)Nc2ccccc21)Sc1ccccc1 (centres undefined)	0	/	-3	-0.2	-10	-0.1	3	-3	-3	-10	-1
COc1ccc(N2CCN(CC(O)COc3ccc([N+](=O)[O-])cc3)CC2)cc1 (centres undefined)	11	5	-8	-0.3	/	0.1	-1	-2	-4	17	-2
Cc1cc(C(=O)OCC(=O)Nc2nc(-c3ccccc3)cs2)c(C)o1	-10	-23	10	-0.6	26	-3.1	-9	0	-11	10	-20
O=C1CC(=O)Nc2cc(S(=O)(=O)N3CCOc4ccccc43)ccc2N1	-3	10	0	0.6	15	1.2	-1	3	/	82	6
O=C(NCCOC(=O)C1COc2ccccc2O1)c1cccnc1 (centres undefined)	2	8	0	-1.7	5	-0.4	3	-3	2	11	0
C#CCOc1coc(COC(=O)c2ccccc2)cc1=O	-2	-8	7	-3.1	-3	0.3	0	-7	-1	-3	-11

Filtered by structure: those above with an aryl methoxy group.
SMILES	RTF Ca sens inh	PfHsp90 set2	cardiac RTF act	C-LANA FP	Rtt109 Vps75	CDK5 p35 inh	Keap1 Nrf2 FP	dFosB act	NSD2 HMT inh	Mot1-301 SUMO	PvdQ inh
COc1ccc(C(=O)N2CC=C(c3ccccc3)CC2)cc1S(=O)(=O)N1CCOCC1	-4	-9	4	1.8	9	0.0	-6	-6	-1	272	-13
COc1ccccc1CN(C)C(=O)c1cc2ccccc2o1	0	17	-3	-1.0	0	-3.6	-4	-6	0	17	-11
CCCN1CCN(S(=O)(=O)c2ccc(OC)c(Br)c2)CC1	-8	5	-2	18	-6	1.9	2	-4	2	-1	7
COc1ccccc1NC(=S)NCCN1CCOCC1	-4	11	2	0.1	-15	-0.1	-1	-6	-1	3	-10
COc1ccc(-c2sc3ccc(N4CCOCC4)cc3c2C#CC2(O)CCCCC2)cc1	-4	-4	0	0.0	-13	-2.0	-3	1	/	-16	-4
COc1ccccc1OCCCCCc1c(C)n[nH]c1C	-3	11	-2	0.6	11	-0.9	-3	-9	1	-22	-1
CCOCCCNC(=O)C(c1ccc(OC)cc1)N(Cc1ccc2c(c1)OCO2)C(=O)c1ccccn1 (centres undefined)	-4	3	-4	-0.9	-1	0.3	0	-4	-1	3	0
COc1ccc(N2CCN(CC(O)COc3ccc([N+](=O)[O-])cc3)CC2)cc1 (centres undefined)	11	5	-8	-0.3	/	0.1	-1	-2	-4	17	-2

Going on with the list:
SMILES	RTF Ca sens inh	PfHsp90 set2	cardiac RTF act	C-LANA FP	Rtt109 Vps75	CDK5 p35 inh	Keap1 Nrf2 FP	dFosB act	NSD2 HMT inh	Mot1-301 SUMO	PvdQ inh
CSc1ccccc1NC(=O)CN(C)C(=O)c1c(C)nn(Cc2ccccc2)c1C	5	-1	2	-0.4	-6	1.0	-5	2	-1	-8	-1
CNC(=S)N(Cc1ccc2c(c1)OCO2)C1CC(=O)N(c2ccccc2)C1=O (centres undefined)	3	/	0	-0.1	-4	-0.4	-2	-4	-2	43	-15
CCOC(=O)COc1cc(=O)n(CC)c2ccccc12	1	-15	0	-0.6	-5	-0.1	-4	-2	0	1	-12
FC(F)(F)c1cccc(N2CCN(c3nnnn3-c3ccccc3)CC2)c1	4	-13	-4	1.5	-2	1.3	1	-9	-1	-1	-8
COc1cccc(C(=O)NCCS(=O)(=O)NCC2CCCO2)c1 (centres undefined)	0	/	7	1.7	16	0.7	2	0	0	4	10
COc1ccc(OC)c(CNc2nc3ccccc3n2CCN2CCCCC2)c1	-2	/	-2	0.4	8	0.8	-2	-4	7	-3	-2
CC(C)CNC(=O)c1ccc(NC(=O)c2ccccc2[N+](=O)[O-])cc1	-22	6	-4	-2.2	1	0.2	-2	2	-2	29	0
CCCC(=O)C1=C(O)C(C(=O)OC)C(C)(C)CC1=Nc1ccccc1 (centres undefined)	2	9	-7	0.1	30	-0.6	-3	0	1	5	9
COc1ccccc1N1CCN(C(=O)Nc2cccc(C)c2)CC1	-2	-6	-1	1.5	-7	0.3	-2	-1	14	2	-1
CCOc1cc(C(=O)OCC(=O)Nc2cc(C)on2)ccc1OCC(C)C	-11	-23	3	0.3	-7	-8.2	-3	7	-4	-3	-8
Cc1cc(C)n(CC(C)Nc2nc3nonc3nc2N2CCCCC2)n1 (centres undefined)	-4	-11	1	0.0	8	2.6	2	5	5	-9	1
COc1ccc(-c2cc(C(=O)Nc3ccc(OC)cc3OC)no2)cc1	-7	13	7	2.3	/	0.2	-1	-7	1	-21	-14
Cc1ccc(-n2c(SCC(N)=O)nnc2-c2ccco2)cc1	1	23	5	-0.7	-1	2.1	-1	-4	0	8	-16
NC(=O)C[C@@H]1N[C@]2(C(=O)Nc3ccccc32)[C@@H]2C(=O)N(c3cc(C(F)(F)F)ccc3Cl)C(=O)[C@H]12	1	-11	1	-0.9	7	1.0	1	-3	-1	31	0
Cc1ccc(S(=O)(=O)CCN2CCC(O)(c3ccccc3)CC2)cc1	-8	-16	0	-0.1	-2	0.4	0	0	3	147	-18
CNC(=O)C(=O)Nc1ccc(C)cc1C	2	-7	-6	0.5	-6	0.1	3	-1	-1	-14	-8
CC(=O)c1cc(Cl)ccc1OCC(=O)Nc1cccc(S(=O)(=O)N2CCCC2)c1	-6	-1	2	-0.7	-2	-0.3	-10	-8	-2	/	-8
CC(=O)Nc1ccccc1C(=O)C(=O)Nc1ccc(F)c(Cl)c1	-2	-12	17	-1.2	-3	-2.3	-3	-7	-1	-1	-8
Cc1ccsc1/C=N/N1CCN(c2ccccn2)CC1	4	-8	-4	-0.2	-6	0.8	3	-5	15	14	-2
CCOC(=O)c1cc(S(=O)(=O)NCC2CCN(Cc3cccc(C)c3)CC2)cn1C	-4	-8	1	-0.9	22	-0.4	-2	1	11	-24	2
COc1ccc2c(c1)[nH]c1c(=O)n(CCCn3ccnc3)cnc12	-1	-6	-3	1.6	-1	0.7	-2	1	/	/	-14
CCC(CC)NC(=O)c1cccc([N+](=O)[O-])c1C	7	-30	3	2.4	1	0.1	1	-3	-1	3	2
O=C(c1cc(-c2ccc(Cl)cc2)on1)N1CCOCC1	-5	/	-4	-1.3	-9	-2.0	-1	-7	-5	6	-13
CN(C)S(=O)(=O)c1ccc(Cl)c(-c2nnc3n2CCCCC3)c1	-10	3	0	-0.2	5	-2.6	2	-11	-1	217	-7
Cc1nc2ccccn2c1C(=O)CSc1ccccc1	-3	-59	5	-0.3	-3	-0.6	-9	-18	-1	289	-7
COc1ccc(NC(=S)N2CCCC(CO)C2)c(OC)c1 (centres undefined)	7	4	-1	0.3	-2	2.2	-3	-2	0	-7	7
COc1ccc(C)cc1S(=O)(=O)NC(C)c1cnn(-c2ccccn2)c1C (centres undefined)	3	5	-2	2.9	0	0.0	3	-6	0	9	-9
O=[N+]([O-])c1ccc(C=Nc2cccc3ccccc23)s1	-6	103*	9	-0.2	-6	0.8	-5	2	-6	-14	-16
COn1c(-c2ccccc2)nc2c1CCc1nonc1-2	-1	-10	2	-1.2	0	-0.2	-2	-4	-2	19	14
O=C(CSc1nc2ccc(Cl)cc2[nH]1)Nc1ccc2c(c1)CCC2	0	-13	1	-0.1	5	5.1	-5	-12	2	22	-24

Single records, as listed above. Order of screens: RTF Ca sens inh, PfHsp90 set2, cardiac RTF act, C-LANA FP, Rtt109 Vps75, CDK5 p35 inh, Keap1 Nrf2 FP, dFosB act, NSD2 HMT inh, Mot1-301 SUMO, PvdQ inh
Listed for `CNC(=S)N(Cc1ccc2c(c1)OCO2)C1CC(=O)N(c2ccccc2)C1=O` (centres undefined) → 3, /, 0, -0.1, -4, -0.4, -2, -4, -2, 43, -15
Listed for `Cc1ccc(-n2c(SCC(N)=O)nnc2-c2ccco2)cc1` → 1, 23, 5, -0.7, -1, 2.1, -1, -4, 0, 8, -16
